# Assay outcomes: PubChem, several laboratories
# PG9 Ab binder = PG9 antibody binding by small molecule; hit rate 0.43% among 360,000; inhibition, % at 6.7 µM; TR-FRET gp120-PG9 antibody binding; AID 624416; in the data active means inhibition above about 8.5%
# ASAP1 GAP inh = ASAP1 ArfGAP inhibition; Q9ULH1; ASAP1-stimulated ARF1 GTP hydrolysis, GDP FP detection; inhibition, % at 16.5 µM; hit rate 0.19% among 360,000; in the data active means inhibition above about 25%;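 further: 0% = vehicle with enzyme and substrate and 100% = no enzyme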
# NPR1 activator = GC-A (human) enzyme activation. hit rate 0.14% among 370,000. activation, % at 10 µM. HEK293 GC-A cells, cGMP TR-FRET, EC30 ANP; 0% at EC30 ANP, 100% saturating ANP. P16066. AID 1671463; in the data active means activation above about 40%
# rCAG RNA binder = r(CAG) repeat RNA binding | hit rate 1.3% among 370,000 | TO-PRO-1 dye displacement fluorescence | inhibition, % at 3 µM | AID 651821;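 active means inhibition above the plate cutoff, the mean of all test compounds on that plate plus 3 SD, cut at about 35% in these data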;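 further: 0% = DMSO alone and 100% = 100 µM mitoxantrone as full dye displacement; higher means more dye released from RNA so lower well fluorescence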
# Rev-erbA mod = modulators of human Rev-erb alpha DNA binding. P20393. activity, % at 10 µM. hit rate 0.79% among 370,000. Rev-erbα–FITC-DNA binding, fluorescence polarization, 90 min;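 active means activity above about 14%, limit read from the data; passing the limit was not always enough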;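 further: 0% = DMSO wells with 35 nM protein and 100% = DMSO wells with 750 nM protein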
# Target sequence (P20393 whole entry, looked up): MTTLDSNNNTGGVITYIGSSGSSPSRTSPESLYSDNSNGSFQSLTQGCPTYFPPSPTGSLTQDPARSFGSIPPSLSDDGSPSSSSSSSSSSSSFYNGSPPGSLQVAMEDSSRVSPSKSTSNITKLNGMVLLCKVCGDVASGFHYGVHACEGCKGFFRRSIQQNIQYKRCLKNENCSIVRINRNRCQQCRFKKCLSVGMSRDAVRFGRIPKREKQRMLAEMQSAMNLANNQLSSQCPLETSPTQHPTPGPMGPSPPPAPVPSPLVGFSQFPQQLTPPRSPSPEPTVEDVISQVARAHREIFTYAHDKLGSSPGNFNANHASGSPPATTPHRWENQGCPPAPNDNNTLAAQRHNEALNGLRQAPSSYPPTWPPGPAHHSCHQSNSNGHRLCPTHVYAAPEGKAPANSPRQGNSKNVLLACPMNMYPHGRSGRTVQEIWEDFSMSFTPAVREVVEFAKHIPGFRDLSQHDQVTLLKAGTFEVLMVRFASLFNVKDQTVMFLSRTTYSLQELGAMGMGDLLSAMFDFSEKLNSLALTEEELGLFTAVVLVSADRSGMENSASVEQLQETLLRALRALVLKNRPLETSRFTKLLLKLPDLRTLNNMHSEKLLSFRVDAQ
# GC-B act = GC-B (human) receptor activation | hit rate 0.11% among 370,000 | HEK293-GC-B cells, CNP EC30, cGMP TR-FRET; 0% at EC30 CNP, 100% saturating CNP | AID 1920062 | P20594 | activation, % at 10 µM;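 active means activation at 10 µM reaching about 35% in either raw or pattern-adjusted values, limit read from the data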
# SMARCA2 act = SMARCA2 function activation, primary screen; MG213 cells, MMTV-luciferase reporter, dexamethasone, overnight; activation, % at 9.1 µM; hit rate 1% among 370,000; in the data active means activation above about 7.8%;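 further: 0% = vehicle wells and 100% = reference activator wells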
# ABHD4 inh = inhibitors of mouse ABHD4 | hit rate 0.54% among 370,000 | AID 720543 | inhibition, % at 8.92 µM | Q8VD66 | purified mABHD4, FP-Rh probe fluorescence polarization;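 active means inhibition exceeding the mean over every tested compound plus 3 SD, cut at about 30% in these data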;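 further: 0% = plate median of compound wells and 100% = S159A mutant with DMSO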
#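 System: mouse ABHD4 enzyme, wild type / Medium: HEPES pH 7.0, NaCl, Pluronic buffer / Reagent: FP-Rh activity-based fluorescent probe / Control set: S159A mutant high control, sample median low control / Detection: fluorescence polarization with parallel and perpendicular emission, 525/598 nm / Schedule: 45 min + 60 min at 25 °C / Compound dosing: 8.92 µM, single dose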
# ARFGAP1 inhibitor = rat ARFGAP1 inhibition. Q62848. Arfgap1-stimulated ARF1 GTP hydrolysis, GDP FP detection. inhibition, % at 16.5 µM. hit rate 0.26% among 360,000. AID 651572;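 active means inhibition above a per-plate limit, mean inhibition of low control wells plus 3 SD, cut at about 25% in these data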;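 further: 0% = DMSO wells with enzyme and 100% = wells lacking Arfgap1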
# Target sequence (Q62848 1-136 limits assumed): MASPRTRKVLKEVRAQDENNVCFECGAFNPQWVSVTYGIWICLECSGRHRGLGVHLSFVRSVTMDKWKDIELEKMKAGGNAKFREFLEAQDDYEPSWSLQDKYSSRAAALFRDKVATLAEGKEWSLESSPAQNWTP
#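 material = rat Arfgap1 catalytic domain, aa 1-136 | also added = human ARF1(Δ1-17)-GTP substrate | compound dosing = one concentration, 16.5 µM, DMSO 1.26% | times = GTP hydrolysis reaction 2 h at 25 °C | measured by = FP, GDP Alexa 633 tracer displaced from anti-GDP antibody, 620/688 nm | evaluation = percent inhibition of Arfgap1-stimulated GTP hydrolysis | replication = single well per compound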
# HTRA1 inh = inhibitors of human serine peptidase HTRA1; Q92743; recombinant HTRA1, FP-rhodamine activity-based probe, fluorescence polarization; inhibition, % at 5.96 µM; hit rate 0.5% among 340,000; in the data active means inhibition above about 36%;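 further: 0% = enzyme with DMSO and 100% = wells lacking enzyme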
# Active calls of the source: *; · = no result given.
SMILES,PG9 Ab binder,ASAP1 GAP inh,NPR1 activator,rCAG RNA binder,Rev-erbA mod,GC-B act,SMARCA2 act,ABHD4 inh,ARFGAP1 inhibitor,HTRA1 inh
C/C=C(/C)C(=O)Nc1cccc(C2=NOC3(C2)C[C@@H](C(N)=O)N(C(=O)CCCCC)C3)c1 (some centres not stated),0.9,-9,0,-1,-7,2,0,2,13,-10
Cc1ccc(N(CC(=O)NCc2ccco2)C(=O)CCC(=O)Nc2ccccn2)c(C)c1,0.7,-6,4,-7,2,3,-3,6,8,-7
Cc1cc(S(N)(=O)=O)c(N)c(S(N)(=O)=O)c1,-0.1,-2,1,1,-3,4,-2,-1,-10,2
CC1(C)CC(=NOC(=O)c2ccccc2)CC(C)(C)N1,·,·,2,·,1,2,·,·,·,3
Cn1nc([N+](=O)[O-])nc1Sc1nnnn1-c1cccc(C(=O)O)c1,3.2,2,-3,0,-2,-2,-4,1,9,4
C=CCn1c(OCc2ccccc2)n[nH]c1=S,-1.6,-2,-5,-1,1,4,-2,-8,-3,-1
O=C(COC(=O)c1cc[n+]([O-])cc1)NCc1ccccc1Cl,2.6,-1,5,3,-7,1,-3,3,2,-1
CCCCNC(=O)Cn1cnc2c(cnn2-c2ccc(C)c(C)c2)c1=O,-3.9,13,4,0,-2,2,0,3,-2,-2
O=C1CC(NCc2ccco2)C(=O)N1CCc1ccccc1 (configuration not stated),0.2,-2,1,2,-3,4,-1,6,-1,-4
CC(C)(C)OC(=O)C[C@@H]1C/C=C\C[C@H](CC(=O)NCCO)C(=O)N[C@H](Cc2ccccc2)COC1=O,-1.3,3,2,-8,-5,3,0,0,-2,1
Cc1ccc(Nc2nc(N)nc(CSc3nc(C)cc(C)n3)n2)cc1,-1.7,0,-3,-2,-4,-6,-6,0,-5,-6
COc1ccc(C)cc1NC(=O)Nc1ccc(C(=O)N2CCCC2)cc1,-2.8,4,-6,-1,7,-16,1,3,-5,1
Cn1cc(CCCC(=O)NCc2ccccc2)c2ccccc21,-2.8,12,0,-8,1,-3,1,-6,-13,-5
O=C1c2ccccc2C(=O)N1CCCCN(C(=O)c1ccc(Cl)s1)c1ccc(Cl)cc1,0.7,4,-8,-2,-3,-7,-3,3,-2,-36
Cc1cc(N=Cc2c(O)ccc3cc(Br)ccc23)no1,9.1*,-9,7,1,1,3,-3,6,1,7
O=S(=O)(c1ccc(Cl)c(NC(=S)Nc2cccc(O)c2)c1)N1CCOCC1,-2.1,-12,-2,7,0,-4,2,4,6,-3
CC(=O)N(C1=C(Cl)C(=O)c2ccccc2C1=O)C1CCCCC1,1.0,10,5,-2,-9,-5,-12,11,9,12
CC(=O)Nc1ccc(Nc2nc(-c3ccccc3)nc3ccccc23)cc1,-2.7,23,2,18,5,7,2,1,7,-41
Cc1ccc(NC(=O)COC(=O)c2ccc(OC(F)F)cc2)cc1S(=O)(=O)N1CCCCC1,0.2,-4,1,1,2,8,-1,-1,-8,4
O=C(C(=O)N1CCN(C(=O)C2CCC2)CC1)c1cccc(C(F)(F)F)c1,-0.6,11,-3,0,2,1,-2,-1,4,·
Cc1c(C(=O)NC2CCCc3ccccc32)oc2ccc(S(=O)(=O)N3CCOCC3)cc12 (configuration not stated),-0.1,8,-2,6,8,4,-3,-3,6,-6
Cc1csc2nc(O)c(C(=O)NCCCN3CCCC3=O)c(=O)n12,0.1,-7,-1,2,-5,-3,-4,-1,11,5
C#CCOCCOCCOCCNc1nc(N2CCN(C(=O)[C@H]([C@@H](C)CC)n3cc([C@@H](N)CO)nn3)CC2)nc(N2CCN(C(=O)[C@H](CCCCN)n3cc([C@@H](N)CO)nn3)CC2)n1,0.9,-2,-2,5,7,3,-1,-9,7,3
Cn1c(SCC(=O)NNC(=O)Cc2ccccc2)nnc1-c1ccc(Cl)cc1,-1.2,-3,-3,-4,1,-2,0,0,7,0
COc1ccc(NC(=O)C(=O)NCC2CCCN2S(=O)(=O)c2ccc(C)cc2)cc1 (configuration not stated),-1.1,3,-4,1,-6,-2,1,0,14,-14
O=C(NCc1ccccc1)c1ccc(F)c(F)c1,0.8,4,-3,-3,0,-1,-2,0,10,-9
COCCn1c(SCC(=O)/C=C2\N(C)c3ccccc3C2(C)C)nnc1-c1ccncc1,-1.1,11,0,-11,12,-2,-6,-37,2,-3
CCCC(=O)N1CCC1(C)C(=O)Nc1ncc(C(=O)OC)s1 (configuration not stated),-3.2,-10,1,3,1,5,-1,-1,10,·
CCn1ccnc1CN(C)Cc1nc(-c2ccccc2)no1,0.9,3,-3,-5,6,-2,3,0,-1,1
Cc1ccc(C)c(S(=O)(=O)ON2C(=O)c3ccccc3C2=O)c1,-0.3,0,16,-1,4,4,1,-1,8,4
CC(C)CCN1C(=O)c2ccccc2C1c1nnnn1-c1ccc2c(c1)OCCO2 (configuration not stated),1.2,-6,-1,1,-5,-9,0,1,10,·
CC1CCN(CC(=O)Nc2ccc(S(=O)(=O)N3C(C)CCCC3C)cc2)CC1 (configuration not stated),0.0,-9,-4,-5,-8,1,-1,5,3,1
COC(=O)[C@]12C[C@H](CC(=O)NCc3ccc(C)o3)C(=O)N(Cc3ccc4c(c3)OCO4)C1=C[C@H](C(C)C)O[C@@H]2C1CC1,·,·,-2,5,-1,-2,-5,-1,·,·
COC(=O)c1ccc(COc2ncnc3c(Cl)cc(Cl)cc23)o1,-0.4,2,4,2,2,-6,-6,3,-3,1
O=C(CSc1nnc(-c2ccccn2)n1-c1ccccc1)Nc1ccccc1-c1ccccc1,·,·,-8,6,-8,-9,-6,-5,·,·
COc1cccc(OC)c1C(=O)OCc1c(-c2ccccc2)ncc2ccccc12,0.1,15,-9,4,-2,-9,0,-3,1,-15
CCOCc1nnc(NC(=O)c2cc(Cl)ccc2OC)s1,-1.6,9,-1,3,-5,0,2,-4,2,-2
Cc1onc(-c2c(F)cccc2Cl)c1C(=O)N1CCN(c2ncccn2)CC1,-1.1,4,1,-7,-4,1,5,4,-10,-3
CC(=O)c1cccc(NC(=O)C2=CC(c3ccc4c(c3)OCO4)=NS(=O)(=O)N2C)c1,0.3,9,-5,6,1,-6,0,4,2,-20
Cc1ccccc1NC(=O)/C(C#N)=C/c1ccccc1C(F)(F)F,-1.4,4,7,0,4,-1,-1,8,3,-4

# 3 entries from above, ordered by length of the SMILES, low to high.
SMILES,PG9 Ab binder,ASAP1 GAP inh,NPR1 activator,rCAG RNA binder,Rev-erbA mod,GC-B act,SMARCA2 act,ABHD4 inh,ARFGAP1 inhibitor,HTRA1 inh
CCOCc1nnc(NC(=O)c2cc(Cl)ccc2OC)s1,-1.6,9,-1,3,-5,0,2,-4,2,-2
COc1cccc(OC)c1C(=O)OCc1c(-c2ccccc2)ncc2ccccc12,0.1,15,-9,4,-2,-9,0,-3,1,-15
O=C(CSc1nnc(-c2ccccn2)n1-c1ccccc1)Nc1ccccc1-c1ccccc1,·,·,-8,6,-8,-9,-6,-5,·,·

# (more compounds)
SMILES,PG9 Ab binder,ASAP1 GAP inh,NPR1 activator,rCAG RNA binder,Rev-erbA mod,GC-B act,SMARCA2 act,ABHD4 inh,ARFGAP1 inhibitor,HTRA1 inh
O=C(COC(=O)c1ccc(F)cc1F)c1ccc[nH]1,-0.5,10,3,1,1,2,2,22,-3,0
CCn1c(-c2cc3ccccc3cc2O)n[nH]c1=S,0.9,1,4,7,-3,-4,-2,-2,3,6
CCCc1nc(SCC(=O)Nc2ccc(S(=O)(=O)N(C)C)cc2)c2ccccc2n1,27*,1,-1,1,28*,3,-5,1,5,5
O=C(c1cccc(S(=O)(=O)NCc2ccccc2)c1)N1CCCC(C(F)(F)F)C1 (configuration not stated),-0.1,-16,0,-5,-3,4,-3,0,2,-7

# In the list so far, these contain an NH in an aromatic ring:
SMILES,PG9 Ab binder,ASAP1 GAP inh,NPR1 activator,rCAG RNA binder,Rev-erbA mod,GC-B act,SMARCA2 act,ABHD4 inh,ARFGAP1 inhibitor,HTRA1 inh
C=CCn1c(OCc2ccccc2)n[nH]c1=S,-1.6,-2,-5,-1,1,4,-2,-8,-3,-1
O=C(COC(=O)c1ccc(F)cc1F)c1ccc[nH]1,-0.5,10,3,1,1,2,2,22,-3,0
CCn1c(-c2cc3ccccc3cc2O)n[nH]c1=S,0.9,1,4,7,-3,-4,-2,-2,3,6
